Bioassay records deposited in PubChem by National Center for Advancing Translational Sciences (NCATS).
DT40 TDP1 no CPT = qHTS for Inhibitors of human tyrosyl-DNA phosphodiesterase 1 (TDP1): qHTS in cells in absence of CPT | DT40 Tdp1-/- hTDP1 cells, no CPT, ATP luminescence, 48 h | Potency, µM (titrated, usually from 46.2 µM), for inactives: at the highest dose activity change, negative = growth inhibition, hits mostly inhibitors | 15% of 420,000 active | AID 686978, 2013; further: nearly all actives have a fitted effect of over 55% in size
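A cellular qHTS used chicken DT40 cells lacking endogenous Tdp1 but carrying stably transfected human TDP1. Compounds were applied without camptothecin, and cell growth kinetics were judged by ATP-dependent luminescence after ≥48 hr.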
KAT2A inh = GCN5L2 (KAT2A) acetyltransferase inhibition; Q92830; 0.21% of 390,000 active; AID 504327; Potency, µM (highest dose often 58.9 µM), for inactives: at the top dose activity change, negative = inhibition, usual class: inhibitors; GCN5L2 HAT assay, ThioGlo1 CoA-SH fluorescence
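GCN5L2 (20nM final) in 50mM HEPES, 0.1mM EDTA pH 7.5, 0.01% Tween-20 was preincubated 15 min at room temperature with compound, then given ThioGlo1 (50uM), H3(1-25) peptide (75uM) and acetyl-CoA (70uM); CoA-thiol fluorescence (Ex340/Em540) was read at 0 and 20 min.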
TDP1 inh = TDP1 (human) enzyme inhibition. recombinant TDP1, AlphaScreen DNA substrate cleavage. Potency, µM (highest dose often 130 µM), inactives show top-dose activity change, negative = inhibition, usual class: inhibitors. 0.28% of 350,000 active; further: nearly all actives have a fitted effect of over 40% in size
Target sequence (Q9NUW8 whole entry, looked up): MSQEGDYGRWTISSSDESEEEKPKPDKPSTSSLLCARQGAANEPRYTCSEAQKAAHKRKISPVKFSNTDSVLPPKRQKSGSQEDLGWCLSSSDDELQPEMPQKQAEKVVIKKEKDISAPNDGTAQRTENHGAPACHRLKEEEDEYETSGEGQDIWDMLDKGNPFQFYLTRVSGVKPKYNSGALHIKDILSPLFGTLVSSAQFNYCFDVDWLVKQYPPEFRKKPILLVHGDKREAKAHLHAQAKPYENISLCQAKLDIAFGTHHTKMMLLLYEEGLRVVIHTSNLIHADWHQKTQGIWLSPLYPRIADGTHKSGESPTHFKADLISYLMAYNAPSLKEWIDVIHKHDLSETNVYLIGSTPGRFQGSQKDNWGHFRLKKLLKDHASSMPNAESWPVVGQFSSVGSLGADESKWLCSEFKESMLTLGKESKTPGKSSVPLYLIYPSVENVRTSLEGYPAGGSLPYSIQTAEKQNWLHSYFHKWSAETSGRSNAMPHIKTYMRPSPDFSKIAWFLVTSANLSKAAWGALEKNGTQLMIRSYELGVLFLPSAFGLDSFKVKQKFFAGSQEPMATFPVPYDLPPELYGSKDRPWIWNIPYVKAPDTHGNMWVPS
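Here, a 5' biotin and 3' phosphotyrosine-FITC DNA oligonucleotide reports Tdp1 activity: intact substrate bridges AlphaScreen beads, while cleavage leaves a 3' phosphate and drops signal. All incubations at room temperature.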
* hit, by the source's call; ? = inconclusive; / = not tested or not shown; & = joins results of further samples; [ ] = another dose, or the depositor's remark. The call rests on the fitted dose curve; in most records, active means well fitted curve in the direction sought with a large enough effect; inconclusive means small, poorly fitted or top-dose-only effect, or another doubt; inactive means no such curve, though single readings can be large; an effect the other way counts as inactive or inconclusive. On the % scale 0 is the no-effect control and ±100 the full control effect; potency means the concentration at half of the fitted maximal effect.

SMILES	DT40 TDP1 no CPT	KAT2A inh	TDP1 inh
Cc1cc(NC(=O)CSc2nc3ccccc3[nH]2)no1	-29%	-14%	3%
Cc1ccc(SCC(=O)Nc2cccc(-c3nnc(-c4ccco4)o3)c2)cc1	?	0%	6%
CCCN(C(=O)c1cccc(-n2cccc2)c1)c1c(N)n(Cc2ccccc2)c(=O)[nH]c1=O	-6%	-24%	45µM*
O=C(Cn1ncc2ccsc2c1=O)N1CCN(c2ccc(Cl)cc2)CC1	/	3%	-1%
COC(=O)c1ccsc1NS(=O)(=O)c1ccccc1	19%	-2%	3%
CN(C)S(=O)(=O)c1ccc(C(=O)Nc2nnc(SCC(=O)NCC3CCCO3)s2)cc1 (centres undefined)	-2%	3%	2%
CCOC(=O)N1CCN(C(=O)c2cc(-n3cnnc3)ccc2Cl)CC1	-2%	-9%	5%
CC(=O)Nc1cccc(C(=O)OCc2ccc([N+](=O)[O-])cc2)c1	13%	0%	0%
CCn1ccnc1CN(C)Cc1cn[nH]c1-c1ccc(F)cc1F	?	9%	6%
O=C(CCCOc1ccccc1)NNC(=O)c1ccc(Cl)cc1	5%	-2%	-4%
Cc1cc(C)n2nc(SC(C)C(=O)N3CCOCC3)nc2n1 (centres undefined)	-4%	-4%	1%
CC(=O)Oc1ccc(C2OC(=O)c3ccccc3N2C(C)=O)cc1 (centres undefined)	-26%	-6%	5%
COc1ccccc1-c1c(C(F)(F)F)oc2c(CN(C)C)c(O)ccc2c1=O	5%	-7%	/
CC(C)(C)c1cc(C(=O)NCCCn2ccnc2)cc(C(C)(C)C)c1	?	-4%	/
CCOCCCNC(=O)c1cc(-c2cccnc2)nc2ccc(S(=O)(=O)N3CCC(C)CC3)cc12	-8%	-6%	4%
COc1cccc(C(=O)OCC(=O)NC(C)CCc2ccccc2)c1O (centres undefined)	-10%	-6%	/
C=CCN=c1scc(-c2ccc(F)cc2)n1/N=C/c1ccccn1	2.6µM*	-4%	4%
COc1ccc(S(=O)(=O)N2CCCC2CNC(=O)C(=O)NCc2ccccc2)cc1 (centres undefined)	?	-6%	/
CCCCc1ccc(NC(=O)CSc2nc(=O)n3cc(C)ccc3n2)cc1	?	-10%	1%
CSc1nnc(C(C)(C)C)c(=O)n1/N=C/c1c(O)ccc2ccccc12	-4%	-2%	5%

Complete entries, looked up by structure. Values in the order: DT40 TDP1 no CPT	KAT2A inh	TDP1 inh
CC(=O)Nc1cccc(C(=O)OCc2ccc([N+](=O)[O-])cc2)c1 is entered as 13%	0%	0%
Cc1cc(C)n2nc(SC(C)C(=O)N3CCOCC3)nc2n1 (centres undefined) is entered as -4%	-4%	1%
CSc1nnc(C(C)(C)C)c(=O)n1/N=C/c1c(O)ccc2ccccc12 is entered as -4%	-2%	5%
CC(C)(C)c1cc(C(=O)NCCCn2ccnc2)cc(C(C)(C)C)c1 is entered as ?	-4%	/
CCOC(=O)N1CCN(C(=O)c2cc(-n3cnnc3)ccc2Cl)CC1 is entered as -2%	-9%	5%

The listing picks up, starting 3 compounds before the break.
SMILES	DT40 TDP1 no CPT	KAT2A inh	TDP1 inh
COc1ccc(S(=O)(=O)N2CCCC2CNC(=O)C(=O)NCc2ccccc2)cc1 (centres undefined)	?	-6%	/
CCCCc1ccc(NC(=O)CSc2nc(=O)n3cc(C)ccc3n2)cc1	?	-10%	1%
CSc1nnc(C(C)(C)C)c(=O)n1/N=C/c1c(O)ccc2ccccc12	-4%	-2%	5%
O=C1CCC(C(=O)Nc2cccc(S(=O)(=O)N3CCOCC3)c2)N1 (centres undefined)	3%	1%	5%
COc1cccc(C(=O)CSc2nnc(CNc3nc(-c4ccccc4)cs3)n2C)c1	?	1%	8%
S=c1[nH]c2cc(Cl)c3cccnc3c2o1	-9%	-24%	/
CCc1ccccc1N(C)C(=O)C1CCCN(c2ncnc3c2nc2n3CCCCC2)C1 (centres undefined)	4.1µM*	-12%	6%
CN(C)/C=C/C(=O)c1cnc(-c2cccc(Cl)c2)s1	-8%	-7%	2%
CC1CCC2(CC1)NC(=O)N(CC(=O)Nc1ccc3c(c1)OCCO3)C2=O (centres undefined)	-3%	2%	8%
CCOC(=O)C1(Cc2ccccc2)CCN(Cc2cccc3c2OCO3)CC1	?	1%	7%
CCOc1ccccc1C(=O)NCC(=O)OCCCOC(=O)CNC(=O)c1ccccc1OCC	-22%	-29%	/
CN(CC(=O)Nc1ccc(S(N)(=O)=O)cc1)C1CCCCC1	-2%	1%	1%
CCN(Cc1ccccc1)C(=S)Nc1cc(C(=O)OC)ccc1C(=O)OC	-20%	-5%	0%
Cc1ccc(S(=O)(=O)N2CCN(C(=S)NCc3ccc4c(c3)OCO4)CC2)cc1	?	-1%	2%
O=C(CCC1CCCC1)N1CCN(C(=O)C2CC2)CC1	3%	-1%	-1%[56.1 µM]
Cn1cccc1/C=N\NC(=O)C1COc2ccccc2O1 (centres undefined)	-12%	?	7%
COCCNC(=O)C(=O)c1cc(C)n(-c2ccc([N+](=O)[O-])cc2)c1C	-26%	1%	-8%
Cc1ccc(C(C(=O)NC2CCCCC2)N2CCCC2)cc1 (centres undefined)	?	9%	0%
CN(Cc1ccccc1)C(=O)COc1cc(=O)n(C)c2ccccc12	-7%	0%	0%
COc1ccc(-c2cc(C(F)(F)F)n3ncc(C(=O)O)c3n2)cc1OC	-2%	-13%	-2%
COCc1cc(C)n(CC(=O)N2CCCC2)c(=O)c1C#N	17%	2%	5%
COc1ccc(Cl)cc1C(=O)Nc1ccc(S(=O)(=O)N2CCCC2)cc1	-23%	-4%	7%
O=C(CNC(=O)/C=C/c1ccccc1)N=Nc1c(O)n(Cc2ccccc2)c2ccccc12	/	-6%	2%

A draw from above in order of SMILES length, falling.
SMILES	DT40 TDP1 no CPT	KAT2A inh	TDP1 inh
O=C(CNC(=O)/C=C/c1ccccc1)N=Nc1c(O)n(Cc2ccccc2)c2ccccc12	/	-6%	2%
CCN(Cc1ccccc1)C(=S)Nc1cc(C(=O)OC)ccc1C(=O)OC	-20%	-5%	0%
COC(=O)c1ccsc1NS(=O)(=O)c1ccccc1	19%	-2%	3%

(listing goes on)
SMILES	DT40 TDP1 no CPT	KAT2A inh	TDP1 inh
CCSc1cc(N2CCCC2)nc(-c2ccc(F)cc2)n1	?	-14%	0%
COC(=O)c1c(-c2ccccc2)c(-c2ccccc2)nn(C)c1=O	?	-3%&-4%	5%
COc1ccc(OC)c(CNc2sc3c(c2C(=O)Nc2cc(OC)ccc2OC)CCCC3)c1	?	-8%	8%
C=CCSc1nnc2nc3[nH]c4c(C)cccc4c3nn12	?	28%	2%
NC(=O)c1nsc(C(=O)N(CC(=O)NC2CCCC2)c2cnc3ccccc3c2)c1N	/	-8%	4%
Cc1ccc(C)c(CN2C(=O)c3ccccc3S(=O)(=O)c3ccc(C(=O)N4CCN(c5ccccn5)CC4)cc32)c1	?	-11%	5%
CCC(C)NC(=O)C(=O)NCC1CCCN1CC (centres undefined)	-2%	-9%	3%
O=C(CCNS(=O)(=O)c1ccccc1C(F)(F)F)NNC(=O)C1COc2ccccc2O1 (centres undefined)	-10%	-1%	/
O=C1CC(N2CCN(Cc3ccc4c(c3)OCO4)CC2)C(=O)N1c1cccc2ccccc12 (centres undefined)	-5%	16%	-1%
COc1ccc(-n2cnc3cc([N+](=O)[O-])ccc32)cc1	-17%	-6%	3%
CC(C)c1ccc(NC(=O)CSC2=Nc3ccccc3C3=NC(CC(=O)NCc4ccc(F)cc4)C(=O)N23)cc1 (centres undefined)	-11%	-12%	5%
COc1cc(OC)cc(C(=O)N/N=C/c2ccc(OC)c(COc3ccc4ccccc4c3)c2)c1	6.5µM*	-12%	0%
O=C1NCCCC1C(=O)N/N=C/c1cc([N+](=O)[O-])ccc1O (centres undefined)	?	-5%	7%
Cc1ccccc1C(=O)Nc1ccnn1C1CCN(C(=O)C2CCOC2)CC1 (centres undefined)	5%	-6%	3%
O=S(=O)(Nc1ccc2cn[nH]c2c1)c1ccccc1	-22%	-5%	1%
O=C(CNC(=O)c1ccccc1F)OCc1cc(=O)n2ccsc2n1	-2%	0%	6%
CC(=O)Nc1cccc(NC(=O)CSc2nccn2Cc2ccc3c(c2)OCO3)c1	?	-7%	11%
Nc1cc(N)nc(SCC(=O)NNC(=O)Cc2ccccc2)n1	1%	0%	6%
COc1cccc(CC(=O)OCC(=O)Nc2nnc(-c3ccccc3)o2)c1	-3%	0%	-2%[0.505 µM]
CNc1c(N)n(Cc2ccccc2)c(=O)[nH]c1=O	-3%	-2%	4%
O=C(O)c1ccc(COc2ccccc2/C=C2/NC(=O)N(c3cccc(Cl)c3)C2=O)cc1	-18%	?	25µM*
Cc1ccc(-c2ccc(=O)n(CC(=O)NCCc3ccccc3)n2)cc1	-27%	3%	5%
OCCC#Cc1ccc(CN2CCN(Cc3ccccc3)C(CCO)C2)cc1 (centres undefined)	0%	-3%	3%
O=C(NC1CCCc2ccccc21)c1ccc(Cl)nc1 (centres undefined)	?	-3%	0%
CCOc1ccc(/C=N/NC(=O)Nc2ccccc2)cc1	-9%	-4%	-10%
CCOC(=O)c1cnc(-c2ccccc2)nc1N	-22%	0%	-2%
Cc1ccc(C(=O)C(OC(=O)CCC(=O)Nc2cccc(C)c2)c2ccccc2)cc1 (centres undefined)	3%	34%	-4%
CCOC(=O)N1CCN(C(=O)CN(C)S(=O)(=O)c2ccc(OC)c(OC)c2)CC1	?	-8%	10%
Cc1ccc(-c2cc(C(=O)NCCc3ccccc3)c3ccccc3n2)cc1C	?	1%	5%
COc1cccc(CC(=O)Nc2nc(-c3cc(OC)ccc3OC)cs2)c1	-19%	-10%	0%
COc1ccc(NC(=O)CN(C)C(=O)c2cc3c(s2)CCC(C)C3)cc1 (centres undefined)	?	-23%	6%
O=S(=O)(NCCc1ccccc1F)c1cccc(S(=O)(=O)N2CCOCC2)c1	?	1%	8%
COc1cccc(S(=O)(=O)NCc2ccc(C(=O)N3CCN(c4ccccc4)CC3)cc2)c1	16µM*	-24%	6%
COc1cc(C(=S)N2CCOCC2)cc(OC)c1OC(=O)c1ccc(C)cc1	-4%	-5%	7%
Cc1ccc(NC(=O)Nc2cccc([N+](=O)[O-])c2)nc1	0%	-4%	-5%
COc1ccccc1-c1cc(C(=O)NCc2cccs2)no1	-25%	2%	-6%
O=C1C(Cl)=C(NCCCO)C(=O)c2ccccc21	18µM*	1%	-1%
COc1ccc2c(c1)CC/C2=N\NC(=O)c1ccccc1	-3%	1%	8%
CCOC(=O)c1ccccc1NC(=O)CN(c1ccccc1OC)S(=O)(=O)c1ccc(C)cc1	12µM*	-13%	5%
O=C(Nc1cccc(O)c1)c1cccc(NC(=O)c2cccs2)c1	-21%	-1%	-7%

Individual results from the results shown.
O=S(=O)(NCCc1ccccc1F)c1cccc(S(=O)(=O)N2CCOCC2)c1 in TDP1 inh has 8%
Cc1ccc(NC(=O)Nc2cccc([N+](=O)[O-])c2)nc1 in TDP1 inh has -5%
COc1cccc(CC(=O)Nc2nc(-c3cc(OC)ccc3OC)cs2)c1 in DT40 TDP1 no CPT has -19%
O=C(O)c1ccc(COc2ccccc2/C=C2/NC(=O)N(c3cccc(Cl)c3)C2=O)cc1 in DT40 TDP1 no CPT has -18%

These rows are one share of the data (hit frequency here may not be typical).
